# Screening results deposited in PubChem by NCI.
# All columns: NCI-60 one-dose screen, growth in % after 48 h at 10 µM unless noted; 100 = growth as untreated, 0 = no growth, -100 = all killed.
# HL-60(TB) = HL-60(TB) leukemia cells | AID 1794776 | hit rate 9% among 78,000; active = growth percent below 10
# Active calls of the source: *; ! = not confirmed by another sample; [ ] = remark or other dose. Only part of the results is shown; count on the stated rates, not on these rows.
SMILES,HL-60(TB)
O=C1c2cccc3cccc(c23)C(=O)N1Nc1nc(N2CCOCC2)nc(N2CCN(Cc3ccccc3)CC2)n1,95.4
CCCOC(=O)C1(N)CCCC1,112.6
CCn1c2ccccc2c2cc(N)ccc21,101.6
COc1ccc(/C=C2\SC(=O)NC2=S)c(C(=O)O)c1OC,98.3
COC(=O)c1ccc(NC(=O)c2ccc(-c3cccc([N+](=O)[O-])c3)o2)cc1,100.5
COC(=O)[C@@]1(O)C=Cc2nc3cccnc3c(=O)n21,99.2
CCCCCCCCCCCCCCCCC(C(=O)O)C(O)(CC(=O)O)C(=O)O (stereo not drawn),-8.3*!
Cc1nn(C(N)=S)c(C)c1N=Nc1ccc2oc(=O)ccc2c1,74.7
COc1ccc(-c2nsc3c2NC(=O)CC3c2ccc3c(c2)OCCO3)cc1 (stereo not drawn),13.0
CCCCCNCCO,126.4
O=C(NNc1ccc(-c2ccccc2)nn1)c1ccccc1,98.8
O=C(c1c[nH]c2ccccc12)c1n[nH]c(=S)n1-c1ccc(F)cc1,78.1
CCOC(=O)c1cc2ccccc2o1,96.5
O=C(Nc1ccccc1)N1CCOCC1,98.8
Cc1c(C(=O)NCCN2CCOCC2)cn2ncnc(Oc3ccc(NC(=O)Nc4ccc(Cl)c(C(F)(F)F)c4)cc3)c12,-0.9*
CCCCCCCC(=O)Nc1nc2[nH]c(CN3CCN(Cc4cccc(I)c4)CC3)c(CN3CCN(Cc4cccc(I)c4)CC3)c2c(=O)[nH]1,-49.3*
Cc1ccc(S(=O)(=O)N2CCN=C2N/N=C/c2ccccc2C#N)cc1,98.3
N#CC1C(=O)NC(=O)C(C#N)C12CCCc1sccc12 (stereo not drawn),90.2
CONc1c2ccccc2nc2ccccc12,133.0
O=C(N/N=C/c1ccc2c(c1)OCO2)C1CC1,95.2
Oc1ccc(N=Cc2ccccc2)cc1,0.5*
O=C(Cc1ccc(CCC(=O)c2ncc[nH]2)cc1)Nc1ccccc1,74.6
CCCCCCCCCCCCCCC(=O)c1ccccc1,122.3
C=C(CNCCc1ccc(O)cc1)[C@@H]1CC[C@]2(COC3CCCCO3)CC[C@]3(C)[C@H](CC[C@@H]4[C@@]5(C)CCC(N)C(C)(C)[C@@H]5CC[C@]43C)[C@@H]12 (stereo partly drawn),-75.6*
CCOC(=O)COc1nc(C)cc(C)c1C#N,101.3
# Next records follow:
SMILES,HL-60(TB)
COc1cc(/C=C/C(=O)c2cc(-c3cc(OC)c(OC)c(OC)c3)ccc2O)cc(OC)c1OC,48.7
CC12C(=O)OC(=O)C1(O)C1c3ccccc3C2c2ccccc21 (stereo not drawn),101.4
NC(N)=NC(N)=Nc1ccc2ccccc2c1,121.3
Fc1cccc(-n2ncc3c(Nc4ccc(-c5nnc(Nc6ccc(Cl)cc6)s5)cc4)ncnc32)c1,120.5
O=C(O)c1ccc(-c2nn(-c3ccc(C(=O)O)cc3)cc2CNc2ccc(F)cc2)cc1,108.9
COc1ccc(-c2nnc(-c3nnn(-c4ccc([N+](=O)[O-])cc4)c3C)o2)cc1OC,102.1
CCC(=O)Oc1cc(/C=C/C(=O)O[C@H]2C[C@H]3CN4CCc5c([nH]c6cc(OC)ccc56)[C@@H]4C[C@@H]3[C@@H](C(=O)OC)[C@@H]2OC)ccc1OC,16.3
C#C[C@]1(O)CC[C@H]2[C@@H]3CC=C4c5sc(-c6ccc(OC)cc6)nc5CC[C@]4(C)[C@H]3CC[C@@]21C,21.1
COc1ccc(-c2nn(-c3ccc(NC(=O)Nc4cc(C(F)(F)F)cc(C(F)(F)F)c4)cc3)cc2-c2ccncc2)cc1Cl,4.0*
NCC(Cc1ccccc1)c1ccccc1 (stereo not drawn),100.0
CC[C@]12C=CCN3CC[C@@]4(c5ccc(OC)cc5N(C)[C@H]4[C@@](O)(C(=O)OC)[C@@H]1OC(=O)CCC(=O)N[C@@H](Cc1c[nH]c4ccccc14)C(=O)OC)[C@@H]32,-5.3*
Cc1nc(SCC(=O)c2ccccc2)n(Nc2ccccc2)c1C,91.0
COc1ccccc1/C=c1\sc2ncnn2c1=O,98.6
CCCCn1c(=O)c(/C=C/c2cc(/C=C/c3cc4cc(OC)ccc4n(CCCC)c3=O)n(-c3ccccc3)n2)cc2cc(OC)ccc21,96.1
Cc1ccc(-c2cc(Cc3c(Cl)cccc3Cl)c(=O)n(Cn3cncn3)n2)cc1C,85.0
CCCC[C@@H](C=O)NC(=O)[C@H](CC(C)C)NC(=O)[C@H](CC(C)C)NC(=O)OCc1ccccc1,-30.1*
COc1ccc(OC)c(/C=C/C(=O)c2nc3ccccc3n2Cc2ccc(Br)cc2)c1,71.9
N/C(=N\OC(=O)CSc1nc2ccccc2s1)c1ccc2ccccc2c1,105.0
CN1c2ccccc2Sc2cc(/C=N/Nc3nc4ccccc4s3)ccc21,112.8
O=C1CNC(c2ccccc2)N1O (stereo not drawn),85.8
N#Cc1c(-c2cccc(F)c2)cc(-c2cccnc2)[nH]c1=O,98.0
Cc1ccc(S(=O)(=O)CCc2nc(S(=O)(=O)c3ccc(C)cc3)c(NCCCN3CCOCC3)o2)cc1,69.7
COc1ccc(NC(=O)C2=C(C)Nc3ncnn3C2c2ccc(C)cc2)cc1 (stereo not drawn),116.4
N/C(=N\OC(=O)Nc1ccc(CSc2ccc(Cl)cc2)o1)c1ccccn1,95.6
CCN1C(=S)N(c2ccccc2)C2NC(=O)N(/N=C/C=C/c3ccccc3OC)C21 (stereo not drawn),64.2

# A section taken from the entries so far, as a working copy:
SMILES,HL-60(TB)
COc1ccc(-c2nnc(-c3nnn(-c4ccc([N+](=O)[O-])cc4)c3C)o2)cc1OC,102.1
CCC(=O)Oc1cc(/C=C/C(=O)O[C@H]2C[C@H]3CN4CCc5c([nH]c6cc(OC)ccc56)[C@@H]4C[C@@H]3[C@@H](C(=O)OC)[C@@H]2OC)ccc1OC,16.3
C#C[C@]1(O)CC[C@H]2[C@@H]3CC=C4c5sc(-c6ccc(OC)cc6)nc5CC[C@]4(C)[C@H]3CC[C@@]21C,21.1
COc1ccc(-c2nn(-c3ccc(NC(=O)Nc4cc(C(F)(F)F)cc(C(F)(F)F)c4)cc3)cc2-c2ccncc2)cc1Cl,4.0*

# Next results follow.
SMILES,HL-60(TB)
CC(=O)n1c(/C(C#N)=C/c2ccc(N(C)C)cc2)cc2ccccc21,10.5
COc1ccc(-c2nc(/C=C3\C(=O)Nc4ccccc43)c3ccccn23)cc1,94.9
CCOc1ccc(/C=N/Nc2nc3ccccc3s2)cc1OCC,87.3
O=C1c2ccc3c4c(ccc(c24)C(=O)N1CCNCc1ccccc1)C(=O)N(CCNCc1ccccc1)C3=O,-34.6*
COc1cc2c(c(OC)c1OC)C(=O)CC(c1cccc(NC(=O)c3cc(NC(=O)[C@@H](N)Cc4ccccc4)ccc3Cl)c1)O2 (stereo partly drawn),90.0
CC1(C)CCC(=NNC(N)=S)CC1,109.3
Brc1ccc2nc(-c3cn(Cc4ccccc4)c4ncccc34)n(Cc3ccccc3)c2n1,80.0
CCCCCC(CCc1ccccc1)(C(=O)OCC)C(=O)OCC,108.6
CNCc1cccc2c1OCCOCCOCCN(CCN1CCOCC1)S(=O)(=O)c1ccc(cc1)-c1cnc(N)c(n1)C(=O)N2,-23.5*
CSCCC1NC(=O)C(CC(N)=O)NC(=O)C2CCCN2C(=O)C2CSSCC(NC(=O)CNC(=O)C3CSSCC(NC(=O)CNC(=O)C(CCCNC(=N)N)NC1=O)C(=O)NCC(=O)NC(C(C)C)C(=O)NC1CSSCC(NC(=O)C(Cc4ccccc4)NC(=O)C(CCCNC(=N)N)NC(=O)C(NC(=O)CNC(=O)C(C)NC(=O)C4CCCN4C(=O)C(N)CC(N)=O)CSSCC(C(=O)NC(CCCCN)C(=O)NC(Cc4ccccc4)C(=O)O)NC1=O)C(=O)N3)C(=O)N2 (stereo not drawn),111.9
O=[N+]([O-])c1cccc(-c2nc3sccn3c2-c2ccnc(NCCCNS(=O)(=O)c3ccc(C(F)(F)F)cc3)n2)c1,0.3*
CCOC(=O)[C@@H](C)C[C@H](Cc1ccccc1)NC(=O)c1csc([C@@H](C[C@H](C(C)C)N(C)C(=O)[C@@H](NC(=O)[C@H]2C[C@H](O[Si](C)(C)C(C)(C)C)CCN2C)C(C)C)OC(C)=O)n1,-36.9*[9.25 µM]
O=Cc1ccc(S(=O)(=O)F)cc1,101.2
Cc1ccc(Nc2cc(N)[nH]c(=O)n2)cc1C,98.3
CC[C@H](CC[C@@H](C)[C@H]1CC[C@H]2[C@@H]3CC[C@@H]4CC(=O)/C(=C\c5ccncc5)C[C@]4(C)[C@H]3CC[C@]12C)C(C)C,83.1
O=C1/C(=C/c2cccc(OCc3ccc(Cl)c(Cl)c3)c2)N=C2OCCCN12,80.3
CCN1C(=O)N(CC)C2C1NN=c1s/c(=C\c3ccc(Br)cc3)c(=O)n12 (stereo not drawn),-30.5*
O=C(Cn1cc(CN2C(=O)C3CCCN3C(=O)c3ccccc32)nn1)Nc1cccc(Cl)c1 (stereo not drawn),98.4
CCSC(=S)NC(=O)c1ccccc1,106.4
O=CNc1cc(Cl)cc(Cl)c1,93.2
CC(C)(C)CC(N)CC(C)(C)C,100.3
CC(=O)Nc1ccc(S2=Nc3ccccc3S2)cc1 (stereo not drawn),97.5
Br/C=C/c1ccccc1,102.1
O=C(O)c1cn(C2CC2)c2cc(N3CCN(CC(=S)Nc4ccc(Cl)cc4)CC3)c(F)cc2c1=O,106.5
N=C(N)SCC1CCCCC1,101.9
# (more compounds)
SMILES,HL-60(TB)
Clc1ccc(-c2cc(-c3cn(-c4ccccc4)nc3-c3ccc(OCc4ccccc4)cc3)on2)cc1,101.3
CC(=O)Nc1ccc2c(c1)Cc1c-2cc(Cl)c(NC(C)=O)c1Cl,105.5
S=C(NCc1ccco1)NCc1ccco1,96.7
CC(Sc1nc2ccccc2c(=O)n1Cc1ccc(S(N)(=O)=O)cc1)C(=O)Nc1ccccc1 (stereo not drawn),98.3
CNC(=O)c1cc(Oc2ccc3nc(NC(=O)c4cc(C(F)(F)F)cc(C(F)(F)F)c4)sc3c2)ccn1,-12.8*
N#CC(C#N)=NNc1ccccc1,65.9
CCOc1ccc(C(=O)CCC(=O)O)c(C)c1,108.2
CCN(CC)CCCNCCS,96.7
Cc1ccc(S(=O)(=O)c2nc(-c3ccc(F)cc3)oc2S(C)(=O)=O)cc1,62.4
Cc1ccc(C(C)(C)C(CC(=O)O)C(=O)O)cc1 (stereo not drawn),104.8
CCc1c(C)c2cc3nc(-c4cc(OC)c(OC)c(OC)c4)oc3c(C)c2oc1=O,87.6
Oc1ccc(Cn2cc3c(c2-c2ccccc2)CCc2cnoc2-3)cc1,93.8
COc1cc(OC(C)=O)c2c(=O)cc(-c3ccc(OC(C)=O)cc3)oc2c1,104.6
CCOC(=O)c1noc(-c2ccc(C)cc2)c1C(=O)c1ccc(C)cc1,101.3
Cc1nc2c(n1C)CN(C(=O)Nc1nc(-c3ccc(F)cc3)ccc1N)C2,113.9
c1ccc(NCc2ccco2)nc1,85.3
COc1cc2nc(Cl)nc(Nc3cccc(C4=NN(C(C)=O)C(c5ccc(Cl)cc5)C4)c3)c2cc1OC (stereo not drawn),91.3
C#CC(CCC)N(C)C (stereo not drawn),102.3
CCC(CC)N1C(=O)/C(=c2\sc3n(c2=O)NC2C(N=3)N(CC)C(=O)N2CC)c2ccccc21 (stereo not drawn),26.5
COc1ccc(Cl)c(C(C)=O)c1,100.0
COC(=O)[C@]12CC[C@@H](C)[C@H](C)[C@@H]1C1=CC[C@@H]3[C@@]4(C)C(C=O)=C[C@@](C)(COC(C)=O)[C@@H]4[C@H](O)C[C@@]3(C)[C@]1(C)CC2,-24.7*
Cn1cc(-c2nc(N)nnc2-c2c[nH]c3ccc(Br)cc23)c2cc(Br)ccc21,3.4*
c1cnc2n[nH]c(Nc3ncnc4c3sc3ncccc34)c2c1,96.8
O=[N+]([O-])c1ccc2c(c1)-c1ccccc1C2O (stereo not drawn),101.5
O=C(CN1CCN(Cc2ccccc2)CC1)Nc1nc(-c2cc3ccccc3oc2=O)cs1,101.4

# Structures listed so far that contain an aryl thioether with sulfur outside any ring:
SMILES,HL-60(TB)
Cc1nc(SCC(=O)c2ccccc2)n(Nc2ccccc2)c1C,91.0
N/C(=N\OC(=O)CSc1nc2ccccc2s1)c1ccc2ccccc2c1,105.0
N/C(=N\OC(=O)Nc1ccc(CSc2ccc(Cl)cc2)o1)c1ccccn1,95.6
CC(Sc1nc2ccccc2c(=O)n1Cc1ccc(S(N)(=O)=O)cc1)C(=O)Nc1ccccc1 (stereo not drawn),98.3

# Next section:
SMILES,HL-60(TB)
O=S(=O)(Oc1ccc(Br)cc1)c1ccccc1,90.0
C=C1C(=O)O[C@H]2[C@H]1CC/C(COC(=O)NCc1ccc(Cn3c(=O)sn(CCCCl)c3=O)cc1)=C\CC[C@@]1(C)O[C@@H]21,-50.6*
O=C(Cn1nncc1CN1C(=O)CSC1=O)Nc1ccc(Cl)cc1,106.2
N#Cc1c(N)nc(Nc2nc3ccccc3[nH]2)nc1-c1ccc(Cl)cc1,106.0
NS(=O)(=O)c1ccc(CCn2c(-c3c(F)c(F)c(F)c(F)c3F)nc(-c3ccccc3)c2-c2ccccc2)cc1,105.6
COC(=O)[C@]12CC[C@@H](C)[C@H](C)[C@@H]1C1=CC[C@@H]3[C@@]4(C)C(C=O)=C[C@@](C)(COC(=O)c5ccco5)[C@@H]4[C@H](O)C[C@@]3(C)[C@]1(C)CC2,-21.9*
Cc1nn(-c2ccc(F)cc2)c2ncnc(NN)c12,88.2
O=C1C=CC(O)=CC1=P(c1ccccc1)(c1ccccc1)c1ccccc1,97.8
O=C(CCN1C(=O)CCC1=O)Nc1ncc(Cc2cc(Cl)ccc2Cl)s1,99.3
COc1cc(CNC(=O)/C=C/c2ccc3c(c2)OCO3)ccc1OCc1cn(-c2ccc(Br)cc2)nn1,76.1
O=C(O)c1ccc(Nc2ccnc(SCC(=O)c3ccc([N+](=O)[O-])cc3)n2)cc1,98.9

# Single values from the entries so far:
# Value for `Cc1nn(-c2ccc(F)cc2)c2ncnc(NN)c12` under HL-60(TB): 88.2
# Value for `O=S(=O)(Oc1ccc(Br)cc1)c1ccccc1` under HL-60(TB): 90.0
# Value for `COc1cc(CNC(=O)/C=C/c2ccc3c(c2)OCO3)ccc1OCc1cn(-c2ccc(Br)cc2)nn1` under HL-60(TB): 76.1
# Value for `O=C1C=CC(O)=CC1=P(c1ccccc1)(c1ccccc1)c1ccccc1` under HL-60(TB): 97.8
